PriA SSB inh = K. pneumoniae PriA-SSBct interaction inhibition; AlphaScreen SSBct-PriA binding, biotinylated peptide; inhibition, % at 33 µM; 430,000 compounds, 0.6% hits; AID 1272365; in the data active = inhibition mostly above about 37%, no sharp cut-off; inactive = mostly below about 20%;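 also: plate controls were negative control peptide for no effect and reference peptide for full effect; strong numbers were not always called active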
The depositor's hits bear a star; & = joins results of further samples. A portion of the library; count on the stated rates, not on these rows.

How did O=C1OC(c2ccccc2)C(=C(O)c2ccccc2)C1=O (configuration not stated) do in these assays?
PriA SSB inh: 6.7

What do the screens show for `Fc1ccccc1C=NNc1nc2ccccc2o1`?
PriA SSB inh: 0.7

Results for O[C@]1(c2ccc(Br)cc2)C[N+]2=C(SCCC2)N1Cc1ccccc1 ?
PriA SSB inh: 9.0

Results for CCOc1ccccc1C(=O)NCCc1cn2ccc(C)cc2n1 ?
PriA SSB inh: -15.0

What do the screens show for `Cc1ccc(N2C(=O)CS(=O)(=O)C23C(=O)N(Cc2ccccc2C)c2ccccc23)cc1Cl` (configuration not stated)?
PriA SSB inh: 3.0

What do the screens show for `CC(=NNC(=O)c1cc(C)oc1C)c1ccc2c(c1)OCO2`?
PriA SSB inh: 3.1

What do the screens show for `COc1ccnc(Oc2ccc(F)cc2)c1C(=O)NC=NOCc1ccc(F)cc1Cl`?
PriA SSB inh: -14.8

What do the screens show for `CN(C)C(=O)Cc1ccc(NS(=O)(=O)Cc2cc(F)cc(F)c2)cc1`?
PriA SSB inh: -17.0

How did CC(C)S(=O)(=O)c1ccc(CC(=O)N(Cc2nn(C)c3c2CCC3)C2CCCC2)cc1 do in these assays?
PriA SSB inh: -7.0

What do the screens show for `CO[C@@H](CNC(=O)CCc1cccc(Cl)c1)c1ccco1`?
PriA SSB inh: -6.0

What do the screens show for `Cn1nc(C2CCN(CC(=O)N3CCCc4ccccc43)CC2)n(C2CC2)c1=O`?
PriA SSB inh: -10.0

How did COc1ccc(NC(=O)c2sccc2S(=O)(=O)N(C)c2ccc(F)cc2)cc1Cl do in these assays?
PriA SSB inh: 2.0

Results for CCCCCCC(=O)NN=CCc1ccccc1 ?
PriA SSB inh: -9.9

What do the screens show for `O=S(=O)(Cc1ccc(C(F)(F)F)cc1)NCc1ccsc1`?
PriA SSB inh: -15.0

Results for COc1ccc(Nc2nc(N3CCOCC3)c3cnn(-c4ccccc4)c3n2)cc1 ?
PriA SSB inh: -10.0

Results for COc1ccc(C(=O)Nc2ccc3c(c2)CCC(=O)N3CC(C)C)c(OC)c1OC ?
PriA SSB inh: 19.0

Results for O=C(Cc1cccc2ccccc12)NN1C(=O)/C(=C\c2ccccn2)SC1=S ?
PriA SSB inh: -2.0

How did O=S(=O)(c1ccc(OC(F)(F)F)cc1)N1CCC(CSc2ccccn2)CC1 do in these assays?
PriA SSB inh: 1.0

How did O=C(NCCn1nc(-n2cncn2)ccc1=O)c1ccc(-n2cccn2)nn1 do in these assays?
PriA SSB inh: -18.0

What do the screens show for `COc1ccc(NC(=O)CSc2nnc(-c3cccn(C)c3=O)n2C)c(OC)c1`?
PriA SSB inh: -18.0

How did COc1cccc2cc(-c3cc(=O)oc4ccc(OC(=O)c5cccs5)cc34)oc12 do in these assays?
PriA SSB inh: -6.0

Results for Cc1nn2c(C)cc(C(=O)O)nc2c1-c1ccccc1 ?
PriA SSB inh: -13.0

How did CCc1ccccc1NC(=O)c1ccc(=O)n(C)n1 do in these assays?
PriA SSB inh: -8.0

How did Cc1c(C(=O)N2CCC(S(=O)(=O)Cc3ccco3)C2)cnn1-c1ccccc1 (configuration not stated) do in these assays?
PriA SSB inh: -6.0

What do the screens show for `CCCn1c(=O)c2ccccc2n2c(SCC(=O)Nc3ccccc3C(F)(F)F)nnc12`?
PriA SSB inh: -2.0

Results for CN(C)S(=O)(=O)N1CC(S(=O)(=O)c2ccc(Cl)cc2)C1 ?
PriA SSB inh: 9.0

Results for O=C(NCCNc1ccc(-n2cccc2)nn1)c1ccccc1Cl ?
PriA SSB inh: 12.0

How did COc1ccc(OC)c2sc(NC(=O)c3nc4ccccc4s3)nc12 do in these assays?
PriA SSB inh: -6.0

How did CC(C)=NNC(=S)NC(C)(C)C do in these assays?
PriA SSB inh: 43.0*

What do the screens show for `CC(=O)N1CCN(c2ccnc3c2c(=O)n(CC(=O)NCC2CCCO2)c(=O)n3C)CC1` (configuration not stated)?
PriA SSB inh: -2.0

Results for CC(=O)Nc1ccc(S(=O)(=O)NCCN2CCN(c3ccc(F)cc3)CC2)cc1 ?
PriA SSB inh: -2.0

How did CCc1nnc(-c2ccc(NC(=O)c3cc4ccccc4o3)cc2)o1 do in these assays?
PriA SSB inh: -7.0

How did O=C(C[C@@H]1C/C=C/C[C@H](Cc2ccc(F)cc2)C(=O)OC[C@@H]2CCCN2C1=O)N[C@H](CO)Cc1ccccc1 do in these assays?
PriA SSB inh: -5.3

Results for COc1ccccc1C(=O)N1CCC(c2nnc(C3CC3)s2)CC1 ?
PriA SSB inh: -13.0

What do the screens show for `CC1C(=O)NCCN1C(=O)C1COc2ccccc2O1` (configuration not stated)?
PriA SSB inh: -5.0

Results for Cc1ccccc1N1OC2C(=O)N(c3sc4c(c3C#N)CCCC4)C(=O)C2C1c1cccs1 (configuration not stated) ?
PriA SSB inh: 2.0

Results for O=C(CNC(=O)c1cccc(Cl)c1)NN=C/C=C/c1ccccc1 ?
PriA SSB inh: -7.8

How did N#Cc1cc(-c2ccccc2)oc1N=Cc1ccccc1O do in these assays?
PriA SSB inh: -17.0

What do the screens show for `Cc1ncc(CO)c(C=NNc2cccc(Cl)n2)c1O`?
PriA SSB inh: -1.9

How did O=C(NCC1CCN(C2CCCC2)CC1)C(=O)Nc1ccon1 do in these assays?
PriA SSB inh: -6.0

Two compounds picked at random from the list so far, as already listed:
How did O=C(NCC1CCN(C2CCCC2)CC1)C(=O)Nc1ccon1 do in these assays?
PriA SSB inh: -6.0

How did N#Cc1cc(-c2ccccc2)oc1N=Cc1ccccc1O do in these assays?
PriA SSB inh: -17.0

The results go on.
How did O=C(O)c1cccc(-c2ccc(C=NNc3nn[nH]n3)o2)c1 do in these assays?
PriA SSB inh: 15.3

Results for CCN(CC)CCNc1nc2ccc(S(C)(=O)=O)cc2s1 ?
PriA SSB inh: -16.0

How did CN(C)c1cc(N2CCN(C(=O)c3c(F)cccc3F)CC2)cnn1 do in these assays?
PriA SSB inh: -11.0

Results for CCCN1CCCc2cc(CCNC(=O)C(=O)Nc3cc(C)nc4ccccc34)ccc21 ?
PriA SSB inh: 8.0

What do the screens show for `O=C(Cc1noc2ccccc12)N1CC(Oc2nc3c(Cl)cccc3s2)C1`?
PriA SSB inh: -9.0

What do the screens show for `C[n+]1c(CCCCO)sc2ccccc21`?
PriA SSB inh: -3.0

Results for CCCCCCCCCC1c2c(n[nH]c2C)OC(=N)C1C#N (configuration not stated) ?
PriA SSB inh: -8.0

How did ON=Cc1cn(-c2ccccc2)nn1 do in these assays?
PriA SSB inh: -14.7

How did CCCN1CCCc2cc(CCNC(=O)COc3ccc(F)cc3)ccc21 do in these assays?
PriA SSB inh: 78.0*

Results for O=C(CNc1ccc(F)cc1)NN=C1CCc2ccccc21 ?
PriA SSB inh: 0.0

What do the screens show for `COc1ccc(C(=O)Nc2nc3c(s2)CC(C)CC3)c(OC)c1` (configuration not stated)?
PriA SSB inh: -10.0

How did COc1ccc(Nc2cc(C(=O)O)nc3ccc(C)cc23)cc1Cl do in these assays?
PriA SSB inh: 5.0

Results for O=C(COc1ccc(Cl)cc1Cl)N1CCC(Oc2nc3ccccc3o2)CC1 ?
PriA SSB inh: -19.0

What do the screens show for `COC(=O)c1ccc(NC(=O)CSc2ncc(CO)n2Cc2ccc(F)cc2)cc1`?
PriA SSB inh: 8.0&22.0

What do the screens show for `O=C(NN=Cc1ccc2nccnc2c1)c1cccc([N+](=O)[O-])c1`?
PriA SSB inh: 3.0

How did O=C(NCCOc1ccc2c(c1)OCO2)c1ccccc1Cl do in these assays?
PriA SSB inh: 3.0

How did C[C@H]1O[C@@H](Oc2c(-c3ccc(O)c(O)c3)oc3cc(O)cc(O)c3c2=O)[C@H](O)[C@H](O)[C@H]1O do in these assays?
PriA SSB inh: 2.3

Results for COc1ccc(CCNC(=O)Cc2csc(NC(=O)C3CC3)n2)cc1OC ?
PriA SSB inh: -1.0

Results for COc1ccccc1OCC(=O)NN=C/C=C/c1ccc([N+](=O)[O-])o1 ?
PriA SSB inh: -1.6

How did COc1c2c(cc3c1C(CC(=O)c1ccccc1)N(C)CC3)OCO2 (configuration not stated) do in these assays?
PriA SSB inh: 3.0

How did COc1cc(=O)n(-c2ccccc2)nc1C(=O)Nc1ccc(C(F)(F)F)cc1 do in these assays?
PriA SSB inh: 13.0

How did COc1ccc(NC(=O)Cn2cnc3nc(N4CCCC4)sc3c2=O)c(OC)c1 do in these assays?
PriA SSB inh: -8.0

What do the screens show for `CC(=O)c1cccc(NC(=O)Cc2csc3nc(-c4ccc(Cl)cc4)cn23)c1`?
PriA SSB inh: -24.0

Results for Cc1ccc(C(=O)Nc2ccccc2OC(F)F)cc1S(=O)(=O)N1CCCCC1 ?
PriA SSB inh: -32.0

What do the screens show for `CCOC(=O)Cn1nc(-c2ccccc2)c2cnc3ccc(C(=O)OCC)cc3c21`?
PriA SSB inh: 2.0

Results for C#CCn1c(=NC(=O)c2ccn(CC)n2)sc2c(C)cc(C)cc21 ?
PriA SSB inh: -10.0

Results for O=C(CSc1ccc(F)cc1)N1CC(S(=O)(=O)c2ccc(Cl)cc2)C1 ?
PriA SSB inh: -5.0

What do the screens show for `COc1cc(NC(=O)c2csc(Nc3ccccc3)n2)cc(OC)c1OC`?
PriA SSB inh: 3.0&14.0

What do the screens show for `COc1ccc(S(=O)(=O)C2CN(C(=O)c3ccc(Br)o3)C2)cc1`?
PriA SSB inh: -20.0

How did O=C(c1ccccc1C(F)(F)F)N1CCC(Oc2nc3ccccc3s2)CC1 do in these assays?
PriA SSB inh: 5.0

How did O=C(Cn1ccn(-c2ccc(F)c(F)c2)c(=O)c1=O)Nc1ccc(F)cc1 do in these assays?
PriA SSB inh: -11.0

How did FC(F)(F)c1cccc(-n2cccc2C=Nn2cnnc2)c1 do in these assays?
PriA SSB inh: 12.2

What do the screens show for `O=C(CSc1nc(N2CCCCC2)nc2ccccc12)Nc1cccc(Br)c1`?
PriA SSB inh: -21.0

How did C=C1[C@@H](O)[C@]23C[C@@H]1[C@@H](O)C[C@H]2[C@@]12C4[C@@H]3C[C@@H]1[C@@](C)(CC[C@@H]2O)CN4CC do in these assays?
PriA SSB inh: -7.5

Results for CN(C)c1ccc(C=NNC(=O)c2sccc2-n2cccc2)cc1 ?
PriA SSB inh: 14.0

Results for CCc1nnc2c(=O)n(-c3cccc4ccccc34)ccn12 ?
PriA SSB inh: -8.0

Results for O=C(CSc1nnc2[nH]c(=O)cc(-c3ccccc3)n12)N1CCc2ccccc21 ?
PriA SSB inh: -1.0

Results for CN1CCCc2cc(C(CNC(=O)Cc3cccs3)N3CCOCC3)ccc21 (configuration not stated) ?
PriA SSB inh: 18.0

How did Fc1cccc(-c2nnn3c2nc(NCCC2=CCCCC2)c2cc(Cl)ccc23)c1 do in these assays?
PriA SSB inh: -21.0

What do the screens show for `CN1CCN(c2nc3ccc(NC(=O)c4ccco4)cc3s2)CC1`?
PriA SSB inh: -5.0&-3.0

What do the screens show for `O=C(NCCCn1ccnc1)c1ccc2nc(-c3ccccc3)c(-c3ccccc3)nc2c1`?
PriA SSB inh: -6.0&28.0

What do the screens show for `CO[C@@](C)(CNC(=O)c1ccccc1Cl)c1ccccc1F`?
PriA SSB inh: 2.0

How did CN(c1ccc2c(c1)OCO2)S(=O)(=O)c1ccsc1-c1nc(-c2ccccc2)no1 do in these assays?
PriA SSB inh: -10.0

Results for CN1C(=O)Cc2cc(NC(=O)COc3ccccc3F)ccc21 ?
PriA SSB inh: 0.0

Results for CCOC(=O)c1nn(-c2ccccc2C)c(=O)cc1N1CCN(c2cccc(Cl)c2)CC1 ?
PriA SSB inh: -8.0

Results for CON=CCc1oc(=O)c(NC(=O)c2ccccc2)cc1C(=O)OC ?
PriA SSB inh: -3.5

What do the screens show for `Cc1ccc(Cl)cc1S(=O)(=O)Nc1ccc2c(c1)OCC(C)(C)C(=O)N2`?
PriA SSB inh: -7.0

How did O=C1C[C@H](CO)CN1 do in these assays?
PriA SSB inh: -24.0

How did CC(C)C1C(=NO)CC(c2ccccc2)NC1c1ccccc1 (configuration not stated) do in these assays?
PriA SSB inh: 7.0

What do the screens show for `COC(=O)c1ccc(NC(=O)CSc2n[nH]c(=O)c3cc(-c4ccco4)nn23)cc1`?
PriA SSB inh: -7.0

Results for CSc1ccc2nc(NC[C@H]3CCCO3)sc2c1 ?
PriA SSB inh: -2.0

What do the screens show for `COc1cccc(C=NNC(N)=S)c1OCc1ccccc1Cl`?
PriA SSB inh: 17.8

What do the screens show for `Cc1cc[n+](-c2[nH]c(=O)sc2C=NNC([S-])=Nc2ccccc2)cc1C`?
PriA SSB inh: 9.2

Results for Cc1ccc(-c2nnc(NC(=O)c3ccc(S(=O)(=O)N4CC(C)CC(C)C4)cc3)o2)c(C)c1 (configuration not stated) ?
PriA SSB inh: 6.0

What do the screens show for `CS(=O)(=O)NCCn1nc(C(F)(F)F)cc1C1CC1`?
PriA SSB inh: -9.0

Molecules shown so far containing a furan ring, fused or not (eleven):
What do the screens show for `CC(=NNC(=O)c1cc(C)oc1C)c1ccc2c(c1)OCO2`?
PriA SSB inh: 3.1

What do the screens show for `CO[C@@H](CNC(=O)CCc1cccc(Cl)c1)c1ccco1`?
PriA SSB inh: -6.0

How did COc1cccc2cc(-c3cc(=O)oc4ccc(OC(=O)c5cccs5)cc34)oc12 do in these assays?
PriA SSB inh: -6.0

How did Cc1c(C(=O)N2CCC(S(=O)(=O)Cc3ccco3)C2)cnn1-c1ccccc1 (configuration not stated) do in these assays?
PriA SSB inh: -6.0

How did CCc1nnc(-c2ccc(NC(=O)c3cc4ccccc4o3)cc2)o1 do in these assays?
PriA SSB inh: -7.0

How did N#Cc1cc(-c2ccccc2)oc1N=Cc1ccccc1O do in these assays?
PriA SSB inh: -17.0

How did O=C(O)c1cccc(-c2ccc(C=NNc3nn[nH]n3)o2)c1 do in these assays?
PriA SSB inh: 15.3

Results for COc1ccccc1OCC(=O)NN=C/C=C/c1ccc([N+](=O)[O-])o1 ?
PriA SSB inh: -1.6

What do the screens show for `COc1ccc(S(=O)(=O)C2CN(C(=O)c3ccc(Br)o3)C2)cc1`?
PriA SSB inh: -20.0

What do the screens show for `CN1CCN(c2nc3ccc(NC(=O)c4ccco4)cc3s2)CC1`?
PriA SSB inh: -5.0&-3.0

What do the screens show for `COC(=O)c1ccc(NC(=O)CSc2n[nH]c(=O)c3cc(-c4ccco4)nn23)cc1`?
PriA SSB inh: -7.0

Source: PubChem BioAssay
